TrxR1 inh = inhibitors of rat thioredoxin reductase 1; O89049; recombinant rTrxR1, NADPH fluorescence consumption, selenite substrate; Potency, µM (highest dose often 114 µM), for the others: at the top dose activity change, negative = inhibition, most hits filed as inhibitors; 390,000 tested, 1% active; AID 588453; note: potency is the fitted concentration of half-maximal effect; % is set by controls: 0 for no effect and ±100 for the full control effect; nearly all actives have a fitted effect of over 65% in size
Target sequence (O89049 whole entry, looked up): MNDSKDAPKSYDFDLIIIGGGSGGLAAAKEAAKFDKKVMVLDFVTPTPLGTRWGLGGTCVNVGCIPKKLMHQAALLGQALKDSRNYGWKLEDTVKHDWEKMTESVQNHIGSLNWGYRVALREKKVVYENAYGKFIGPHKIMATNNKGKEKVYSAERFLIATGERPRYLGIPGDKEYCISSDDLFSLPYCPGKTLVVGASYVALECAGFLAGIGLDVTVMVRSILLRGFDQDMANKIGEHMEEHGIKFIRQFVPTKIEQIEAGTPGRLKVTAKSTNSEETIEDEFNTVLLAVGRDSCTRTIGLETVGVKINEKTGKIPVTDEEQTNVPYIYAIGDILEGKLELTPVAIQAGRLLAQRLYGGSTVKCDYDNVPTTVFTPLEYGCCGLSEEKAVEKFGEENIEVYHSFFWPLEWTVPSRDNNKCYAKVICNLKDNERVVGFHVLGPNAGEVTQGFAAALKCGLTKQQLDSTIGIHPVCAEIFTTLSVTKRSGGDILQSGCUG
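Rat TrxR1 (90 nM in the dispensed reagent) was pre-reduced with 400 uM NADPH for 5 min at room temperature, then incubated with compound for 15 min. After 400 uM selenite was added, NADPH fluorescence (Ex 340/Em 450 nm) was followed for 8 min.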
D2 antag = antagonizes the human D2 dopamine receptor; P14416; HEK293 TREx D2 cells, calcium flux, dopamine EC80; inhibition, % at 10 µM; 340,000 tested, 2% active; in the data active = inhibition above about 30%; note: 0% is about no effect
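HEK293 T-REx D2 cells, tet-induced, calcium dye no-wash. Cpd pintool add, 180 s kinetic, then EC80 DA, 180 s kinetic. Ca flux read.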
TRHR enhancer = TRH receptor (human) allosteric enhancement | 360,000 tested, 0.66% active | AID 493056 | enhancement, % at 2 µM | TRHR cells, fluo-8 calcium fluorescence, EC20 TRH enhancement | P34981; in the data active = enhancement above about 30%; note: 0% is about no effect
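TRHR-expressing cells loaded with fluo-8 calcium dye were read kinetically (ex 480/em 530) during compound addition, then stimulated with an EC20 of TRH (10 nM final). Enhancement of the Gq-mediated intracellular calcium response was scored.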
PI4K2A block = inhibitors of human PI4K2A. Q9BTU6. purified PI4K2A, ADP-Glo luminescence, 1 h; stronger effect = lower value. activity change, negative = inhibition, % at 76.9 µM. 420,000 tested, 0.13% active. AID 1346378; in the data active = activity change below about -50%; inconclusive = mostly about -30% to -49%;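 note: -100% = wells without enzyme as full effect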
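In this quantitative HTS, ADP production by PI4K2A was quantified luminescently after 1 h at ambient temperature; 100 microM adenosine served as plate-quality control.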
D2 ag = D2 dopamine receptor (human) agonism | HEK293 T-REx D2 cells, calcium flux agonist mode | activation, % at 2 µM | 340,000 tested, 0.53% active;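 active = activation over 3 SD above normal in the single-dose calcium agonist read, cut at about 30% in these data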; note: 0% is about no effect
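Tetracycline-induced HEK293 Trex cells with D2 receptor force-coupled to calcium signaling, plated overnight at 30 C and loaded with no-wash calcium dye. Calcium flux read kinetically for 180 s after compound addition; responses flag agonists.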
USP1-UAF1 inh = USP1/UAF1 (human) deubiquitinase inhibition. 390,000 tested, 0.23% active. recombinant USP1/UAF1, Ub-Rhodamine cleavage fluorescence. Potency, µM (highest dose often 57.1 µM), inactives show at the highest dose activity change, negative = inhibition, most hits filed as inhibitors. O94782. AID 743255; note: potency is the fitted concentration of half-maximal effect; % is set by controls: 0 for no effect and ±100 for the full control effect; nearly all actives have a fitted effect of over 60% in size; inactives centre near -12
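In this screen, compounds sit with the deubiquitinase complex (1nM) for 15 min at room temperature before Ub-Rho is added at 150nM final. Fluorescence rise is then followed for 6 reads every 60 seconds.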
TrxR1 substrate = rat thioredoxin reductase 1 substrate activity. purified TrxR1 substrate turnover, NADPH consumption readout. 390,000 tested, 0.01% active. O89049. Potency, µM (series often up to 114 µM), without a hit: at the highest dose activity change, negative = substrate turnover. AID 588456; note: potency is the fitted concentration of half-maximal effect; % is set by controls: 0 for no effect and ±100 for the full control effect; nearly all actives have a fitted effect of over 50% in size
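Rat TrxR1, dispensed at 90 nM, was prereduced with 400 uM NADPH (final) for 5 min at ~22 deg C, then incubated with compound 15 min before 400 uM selenite. A first-read NADPH fluorescence drop versus no-compound background flagged substrates.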
mIDH1 inhibitor = inhibitors of human mutant IDH1 R132H; O75874; IDH1-R132H enzyme, NADPH consumption, diaphorase/resazurin fluorescence; Potency, µM (titrated, usually from 76.6 µM), for the others: at the highest dose activity change, negative = inhibition, actives largely listed as inhibitors; 390,000 tested, 0.093% active; AID 602179; note: potency is the fitted concentration of half-maximal effect; % is set by controls: 0 for no effect and ±100 for the full control effect; nearly all actives have a fitted effect of over 65% in size
Target sequence (O75874 whole entry R132H, stated change not applied): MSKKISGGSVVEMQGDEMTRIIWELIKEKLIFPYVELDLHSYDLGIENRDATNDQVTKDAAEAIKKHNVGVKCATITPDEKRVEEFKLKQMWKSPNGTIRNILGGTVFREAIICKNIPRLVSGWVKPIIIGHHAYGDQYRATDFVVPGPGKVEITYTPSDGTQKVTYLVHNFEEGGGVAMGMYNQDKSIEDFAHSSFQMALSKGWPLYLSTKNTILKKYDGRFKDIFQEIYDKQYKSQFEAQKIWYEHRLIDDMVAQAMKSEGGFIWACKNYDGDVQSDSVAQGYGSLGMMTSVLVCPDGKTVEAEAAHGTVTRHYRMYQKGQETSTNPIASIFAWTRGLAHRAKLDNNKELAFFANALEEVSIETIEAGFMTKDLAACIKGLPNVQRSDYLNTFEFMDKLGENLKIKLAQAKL
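IDH1-R132H (0.5 ug/mL) preincubated 30 min with compound, then NADPH (0.016 mM) and alpha-KG (2 mM) added; 80 min at RT, pH 7.5. Remaining NADPH coupled via diaphorase/resazurin to fluorescence (540/590 nm); concentration-response curves normalized to no-enzyme control.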
TRHR agonist = activates the human TRH receptor | 360,000 tested, 0.18% active | TRHR cells, calcium flux fluo-8, FDSS agonist mode | AID 493084 | activation, % at 2 µM | P34981; in the data active = activation above about 30%; note: 0% is about no effect
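In this calcium-flux screen, cells bearing human TRHR are dye-loaded with fluo-8, baselined for 10 cycles, then exposed to library compounds; positive kinetic calcium responses during the agonist phase mark hits, with TRH as control.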
* marks the source's active call; other numbers are inactive results; ? = inconclusive; . = not tested or not shown; [ ] = another dose, or the depositor's remark. Unless noted, calls come from the whole dose curve; as a rule, active = well fitted inhibition curve with a large enough effect; inconclusive = small, poorly fitted or top-dose-only effect; inactive = no such curve, though single readings can be large or run the other way.

SMILES	TrxR1 inh	D2 antag	TRHR enhancer	PI4K2A block	D2 ag	USP1-UAF1 inh	TrxR1 substrate	mIDH1 inhibitor	TRHR agonist
COc1ccc(NS(=O)(=O)c2cccc(-c3n[nH]c(=S)n3Cc3ccccc3)c2)cc1	-12%[57.1 µM]	4	-4	1	0.9	-19%	-10%	-8%	-0.3
CCOCCCNC(=O)c1ccc(C2SCC(=O)N2Cc2ccccc2)cc1 (stereo unspecified)	16%	-2	-7	-5	0.1	-18%	-1%	2%	0.3
CC1CCc2c(nc3nc[nH]n3c2=O)C1 (stereo unspecified)	-3%[57.1 µM]	7	3	-1	0.1	6%	-13%	-3%	0.6
CN(C)C(CNC(=O)c1cccc(S(=O)(=O)NCc2ccccc2)c1)c1ccco1 (stereo unspecified)	-6%	-1	1	-2	-2.3	-22%	3%	-3%	0.1
C/C=C/c1ccc(OCCCCN2CCN(CC)CC2)c(OC)c1	10%	-25	5	3	-0.6	-16%	0%	9%	-0.4
Cc1ccc(NC(=O)CN(C)C(=O)/C=C/c2cccs2)cc1	-1%	21	4	7	-0.9	-15%	-4%	3%	-0.2
CC(CCCN(C)C)C(Cc1ccccc1)c1ccccc1 (stereo unspecified)	21%[11.4 µM]	.	.	0	.	-9%	7%[11.4 µM]	2%	.
CC1=C(C(=O)N2CCOCC2)C(c2cccs2)NC(=O)N1 (stereo unspecified)	6%	19	-6	-6	0.7	-13%	1%	4%	0.1
CNC(=S)NNC(=O)c1sccc1OCc1cccc(C(F)(F)F)c1	-9%	0	6	2	-0.2	-10%	-11%	5%	-0.1
O=c1[nH]c2cc3c(cc2cc1CN(Cc1ccco1)C(=S)NCCCN1CCOCC1)OCCO3	7%[57.1 µM]	8	1	2	0.8	-15%	13%[57.1 µM]	10%	0.0
Cc1nn(CC(O)Cn2c3c(c4ccccc42)CCN(C)C3=O)c(C)c1Br (stereo unspecified)	7%	-25	-5	4	0.2	-22%	10%	4%	-1.0
Cc1cccc(NC(=O)CSc2nc3n[nH]c(C)c3c(=N)n2-c2cccc(Cl)c2)c1	19%[57.1 µM]	.	-5	3	0.9	-24%	0%[57.1 µM]	?	0.1
CN(Cc1ccccc1)C(=O)c1cccc(NC(=O)Cc2ccc(NC(=O)C3CCN(C(=O)c4ccccc4)CC3)cc2)c1	2%	.	.	-3	.	-14%	-2%	-7%[38.3 µM]	.
CC(C)N(C(=O)Cn1cc(S(=O)(=O)CC(=O)NC2CCCCC2)c2ccccc21)C(C)C	9%	.	0	4	.	-11%	-7%	-6%	0.1
CCOC(=O)/C(C#N)=C/c1c(N2CCN(CC)CC2)nc2c(C)cccn2c1=O	10%	-22	1	-6	-2.6	-17%	-1%	0%	-2.2
COC(=O)C1C(c2ccccc2)C=CC(c2ccccc2)C1C(=O)O (stereo unspecified)	19%[57.1 µM]	-8	8	-1	0.6	-25%	6%[57.1 µM]	-7%	0.3
O=C(NCCC(=O)N1CCN(Cc2c(F)cccc2Cl)CC1)c1ccc(Cl)cc1	17%	4	-4	1	-2.2	-5%	6%	-5%	1.0
Cc1cc(=O)oc2c(C)c(OCC(=O)NC3CCN(Cc4ccccc4)CC3)ccc12	8%	-11	-3	6	0.0	-7%	15%	-11%	-0.4
CCOC(=O)CC1CCCCN1Cc1cn(C)nc1-c1ccc2c(c1)OCCO2 (stereo unspecified)	9%[11.4 µM]	7	23	2	-0.3	-7%	6%[57.1 µM]	4%	0.1
CCOC(=O)C1=C(C)OC(N)=C(C#N)C1c1c(C)nn(-c2ccc(C)cc2)c1Cl (stereo unspecified)	.	3	-12	.	-1.2	.	.	.	-0.5
CN(C1=NS(=O)(=O)c2ccccc21)c1ccc(OC(=O)c2ccccc2)cc1	16%	-7	-2	-1	1.1	-19%	6%	1%	-0.3
COc1ccc(C(=O)Nc2ccc(S(=O)(=O)N3CCN(C)CC3)cc2)cc1[N+](=O)[O-]	29%[11.4 µM]	-11	24	0	3.3	-22%	3%	-1%	0.6
COc1cccc2cc(C(=O)N3CCN(c4ccccc4F)CC3)c(=O)oc12	0%	-2	1	-1	0.5	-10%	-5%	0%	0.0
CCOc1ccc(NC(=O)C(=O)NCCN2CCN(S(=O)(=O)c3ccccc3)CC2)cc1	-15%[57.1 µM]	14	3	2	-0.1	-18%	2%[57.1 µM]	11%	-0.2
CC1CN(S(=O)(=O)c2cccc(C(=O)NCc3ccc4c(c3)OCO4)c2)CC(C)O1 (stereo unspecified)	-11%	10	12	-6	0.3	-2%	-12%	2%	0.4
(listing goes on)
SMILES	TrxR1 inh	D2 antag	TRHR enhancer	PI4K2A block	D2 ag	USP1-UAF1 inh	TrxR1 substrate	mIDH1 inhibitor	TRHR agonist
CC1CCCCN1C(=O)Cn1c(=O)n(-c2ccc(Cl)cc2)c(=O)c2c3c(sc21)CCC3 (stereo unspecified)	-1%	.	10	4	-0.4	-23%	-4%	0%	-1.3
CN(Cc1ccccc1)C(=O)c1ccccc1NC(=O)C1=CSCCO1	6%	1	4	0	1.5	-11%	-4%	-4%	-0.7
Cc1ccc(Oc2ccc(C(F)(F)F)cc2[N+](=O)[O-])c([N+](=O)[O-])n1	-14%	-16	-4	2	-1.3	-23%	0%	-9%	-0.6
NC(N)=NS(=O)(=O)c1ccc(NC(=S)NC(=O)/C=C/c2ccco2)cc1	-23%	-2	4	0	1.1	-18%	-6%	-1%	0.1
O=C(COCc1cc(-c2cccs2)on1)Nc1cccc(O)c1	8%	.	-9	-3	0.1	?	-9%	-5%	-0.2
O=C(O)C[C@@H](CNC(=O)COc1ccc2ccc(=O)oc2c1)c1ccc(Cl)cc1	14%	-5	2	-1	0.6	-24%	35%[activator]	2%	0.1
C#Cc1ccc([C@H]2C=C(C(=O)OCC=C)O[C@@H](OCC)[C@@H]2CCCO)cc1	8%[57.1 µM]	3	-22	-5	1.3	-20%	4%[57.1 µM]	-7%	-0.4
c1ccc(-c2nnc(-c3ccccn3)nn2)nc1	10%	.	.	-6	.	-2%	-7%	16%	.
COc1ccc(NC(=O)CCc2nnc3ccc(N4CCC(C)CC4)nn23)cc1	-2%	-6	8	1	0.7	-14%	3%	9%	-1.2
Cc1ccc2nc3sc(C(=O)Nc4ccc(F)cc4)cc3cc2c1	14%[57.1 µM]	.	2	-1	-0.6	2%	-5%[57.1 µM]	-14%	0.7
COc1ccccc1N(CC1CO1)S(=O)(=O)c1ccccc1 (stereo unspecified)	?	1	15	1	0.7	1%	3%	0%	-0.4
O=C(COC(=O)c1cncc(Br)c1)NCc1ccc(Cl)cc1	6%	1	-1	-1	-1.7	-19%	1%	-2%	0.0
CC(=O)CC(C)(C)NC(C)=S	-3%[57.1 µM]	-8	1	3	34*	-5%	9%[57.1 µM]	14%	0.2
Cn1nnnc1SCC(=O)N1CCCCC1	19%	5	-2	7	0.1	2%	6%	-1%	1.2
CC1CCN(S(=O)(=O)c2ccc(C(=O)NCc3ccco3)cc2)CC1	6%[57.1 µM]	4	3	3	-0.5	-24%	-21%[57.1 µM]	3%	-1.9

Twelve entries already listed, arranged by SMILES length, rising.
SMILES	TrxR1 inh	D2 antag	TRHR enhancer	PI4K2A block	D2 ag	USP1-UAF1 inh	TrxR1 substrate	mIDH1 inhibitor	TRHR agonist
Cn1nnnc1SCC(=O)N1CCCCC1	19%	5	-2	7	0.1	2%	6%	-1%	1.2
O=C(COCc1cc(-c2cccs2)on1)Nc1cccc(O)c1	8%	.	-9	-3	0.1	?	-9%	-5%	-0.2
O=C(COC(=O)c1cncc(Br)c1)NCc1ccc(Cl)cc1	6%	1	-1	-1	-1.7	-19%	1%	-2%	0.0
Cc1ccc2nc3sc(C(=O)Nc4ccc(F)cc4)cc3cc2c1	14%[57.1 µM]	.	2	-1	-0.6	2%	-5%[57.1 µM]	-14%	0.7
CN(Cc1ccccc1)C(=O)c1ccccc1NC(=O)C1=CSCCO1	6%	1	4	0	1.5	-11%	-4%	-4%	-0.7
CC1CCN(S(=O)(=O)c2ccc(C(=O)NCc3ccco3)cc2)CC1	6%[57.1 µM]	4	3	3	-0.5	-24%	-21%[57.1 µM]	3%	-1.9
COc1ccc(NC(=O)CCc2nnc3ccc(N4CCC(C)CC4)nn23)cc1	-2%	-6	8	1	0.7	-14%	3%	9%	-1.2
NC(N)=NS(=O)(=O)c1ccc(NC(=S)NC(=O)/C=C/c2ccco2)cc1	-23%	-2	4	0	1.1	-18%	-6%	-1%	0.1
O=C(O)C[C@@H](CNC(=O)COc1ccc2ccc(=O)oc2c1)c1ccc(Cl)cc1	14%	-5	2	-1	0.6	-24%	35%[activator]	2%	0.1
Cc1ccc(Oc2ccc(C(F)(F)F)cc2[N+](=O)[O-])c([N+](=O)[O-])n1	-14%	-16	-4	2	-1.3	-23%	0%	-9%	-0.6
C#Cc1ccc([C@H]2C=C(C(=O)OCC=C)O[C@@H](OCC)[C@@H]2CCCO)cc1	8%[57.1 µM]	3	-22	-5	1.3	-20%	4%[57.1 µM]	-7%	-0.4
CC1CCCCN1C(=O)Cn1c(=O)n(-c2ccc(Cl)cc2)c(=O)c2c3c(sc21)CCC3 (stereo unspecified)	-1%	.	10	4	-0.4	-23%	-4%	0%	-1.3

High-throughput results from PubChem.
